Assay outcomes deposited in PubChem BioAssay by National Center for Advancing Translational Sciences (NCATS).
HTT cytoprotect: Huntington cell model cytoprotection by ATP luminescence. PC12 HTT-Q103 induced, cytoprotection, ATP luminescence, 40 h. 230,000 compounds, 0.14% hits. Potency, µM (top dose mostly 56.4 µM), without a hit: cytoprotection (ATP increase), actives largely listed as activators;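 further: % of control where 0% means no effect; nearly all actives have a fitted effect of over 45% in size; toxic huntingtin expression switched on by the ecdysone agonist tebufenozide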
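Quantitative HTS on tebufenozide-induced (100 nM) PC12 cells expressing HTTQ103 exon 1–GFP; compounds tested as a concentration series; survival measured via cellular ATP.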
GAA spleen mod: inhibits or activates alpha-glucosidase in human spleen homogenate. P10253. human spleen homogenate, 4-MU-alpha-glucoside fluorescence. Potency, µM (series often up to 79.9 µM), inactives show top-dose activity change, negative = inhibition, most hits filed as inhibitors. 240,000 compounds, 0.006% hits. AID 2112;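 further: 0% = enzyme with vehicle and -100% = no enzyme basal signal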
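Enzyme source: human spleen homogenate, 1 ug/well. Buffer 50 mM citric acid/K phosphate pH 5.0, 0.01% Tween-20. 4-MU-alpha-glucoside 1 mM; 37 C x 40 min; NaOH/glycine stop; fluorescence.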
Tau fibril FP: inhibitors of human tau fibril formation. P10636. K18 P301L tau heparin fibrillization, Alexa594 FP, 6 h. Potency, µM (highest dose often 57.7 µM), for inactives: top-dose activity, negative = inhibition, hits mostly inhibitors. 280,000 compounds, 0.39% hits. AID 1468; further: on the % scale 0 is the no-effect control and ±100 the full control effect; nearly all actives have a fitted effect of over 55% in size
Target sequence (P10636 561-689 P618L limits assumed): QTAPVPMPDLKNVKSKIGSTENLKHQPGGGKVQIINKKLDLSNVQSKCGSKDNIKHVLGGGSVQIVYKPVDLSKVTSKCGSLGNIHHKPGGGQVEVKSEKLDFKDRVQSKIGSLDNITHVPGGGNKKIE
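Steps: dispense K18 P301L tau (15 uM plus 0.24 uM Alexa 594 tracer, final) in pH 7 sodium acetate; add compound; add heparin (20 uM final); incubate 6 hr, 37 C; add ThT (30 uM final); after 1 hr ambient, read FP.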
Tau fluor cs: counter-screen for tau fibril formation inhibitors. AID 1463. 280,000 compounds, 0.93% hits. tau K18 P301L Alexa594 fluorescence, heparin fibrillization. Potency, µM (top dose mostly 57.7 µM), for inactives: at the highest dose activity change, negative = decrease; further: on the % scale 0 is the no-effect control and ±100 the full control effect; nearly all actives have a fitted effect of over 55% in size
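Human K18 P301L tau (15 uM unlabeled plus 0.24 uM Alexa 594-labeled, final) in 100 mM sodium acetate pH 7 was mixed with compound and 20 uM heparin and incubated 6 hr at 37 C.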
GAA inhib: alpha-glucosidase (human) inhibition | Potency, µM (series often up to 76.9 µM), for the others: at the highest dose activity change, negative = inhibition, usual class: inhibitors | 200,000 compounds, 0.005% hits | AID 1466 | purified human GAA, 4-MU-alpha-glucoside fluorescence | P10253;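 further: plate controls were uninhibited enzyme wells for no effect and no-enzyme background for full effect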
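Compounds are titrated up to 77 uM against 4 nM human enzyme. Substrate 4-methylumbelliferyl-alpha-D-pyranoside (400 uM) reacts 20 min at room temperature in pH 5.0 buffer; liberated 4-methylumbelliferone is read at 440 nm.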
Tau ThT inhib: inhibitors of human tau fibril formation, thioflavin T binding. 270,000 compounds, 2.1% hits. P10636. Potency, µM (highest dose often 57.4 µM), inactives show at the highest dose activity, negative = inhibition, hits mostly inhibitors. AID 1460. recombinant tau K18 P301L (four-repeat tau fragment), heparin-induced fibrillization, ThT fluorescence; further: on the % scale 0 is the no-effect control and ±100 the full control effect; nearly all actives have a fitted effect of over 55% in size
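Tau K18 P301L fragment (15 uM unlabeled plus 0.24 uM Alexa 594-labeled) in 100 mM sodium acetate pH 7 with compound, fibrillization induced by 20 uM heparin for 6 hr at 37 C. Thioflavin T (30 uM) added, fluorescence read after 1 hr (ex 450, em 510 nm).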
aGal spleen mod: inhibitors or activators of human alpha-galactosidase in spleen homogenate. P06280. human spleen homogenate, 4MU-alpha-Gal fluorescence, 40 min. Potency, µM (top dose mostly 80 µM), for the others: at the top dose activity change, negative = inhibition, actives largely listed as inhibitors. 240,000 compounds, 0.008% hits;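 further: 0% = enzyme with vehicle and -100% = no enzyme basal signal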
Target sequence (P06280 32-429 limits assumed): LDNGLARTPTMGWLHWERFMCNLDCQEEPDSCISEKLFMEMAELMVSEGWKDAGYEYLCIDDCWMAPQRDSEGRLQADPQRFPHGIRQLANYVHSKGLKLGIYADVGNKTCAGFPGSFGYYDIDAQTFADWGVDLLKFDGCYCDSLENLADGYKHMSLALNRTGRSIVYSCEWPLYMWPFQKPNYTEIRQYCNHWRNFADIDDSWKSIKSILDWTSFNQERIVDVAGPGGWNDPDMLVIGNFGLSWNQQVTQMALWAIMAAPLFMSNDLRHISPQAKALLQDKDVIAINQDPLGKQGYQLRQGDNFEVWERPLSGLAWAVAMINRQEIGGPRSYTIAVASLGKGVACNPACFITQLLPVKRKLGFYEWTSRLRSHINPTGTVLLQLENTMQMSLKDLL
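Spleen homogenate 1 ug + cpd (titration) + 4-MU-alpha-D-galactopyranoside 1 mM; 37C 40 min; 50 mM citrate/phosphate pH 5.0, 0.01% Tween-20; stop pH 10; fluorescence 365/440; AC50 via Hill.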
GAA glycogen: inhibitors or activators of human alpha-glucosidase glycogen cleavage. 300,000 compounds, 0.38% hits. recombinant GAA, glycogen substrate, Amplex Red glucose oxidase fluorescence. Potency, µM (series often up to 76.4 µM), for the others: top-dose activity change, negative = inhibition, most hits filed as inhibitors. AID 2100;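 further: 0% = full enzyme reaction and -100% = no-enzyme basal signal; the screen sought inhibitors and activators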
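Natural-substrate format: glycogen cleavage by 4 nM human enzyme, glucose read by Amplex Red coupling (Ex 573, Em 610 nm). Normalized to enzyme and no-enzyme controls.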
Active calls of the source: *; ? = inconclusive; · = no result given; & = joins results of further samples; [ ] = remark or other dose. The call rests on the fitted dose curve; in most records, active means well fitted curve in the direction sought with a large enough effect; inconclusive means small, poorly fitted or top-dose-only effect, or another doubt; inactive means no such curve, though single readings can be large; an effect the other way counts as inactive or inconclusive. Potency means the concentration at half of the fitted maximal effect. An unsorted share of the library. About 3.3% of those tested had a hit in this group.

Value order – Tau ThT inhib | HTT cytoprotect | Tau fibril FP | GAA spleen mod | aGal spleen mod | GAA inhib | Tau fluor cs | GAA glycogen
N#CC1C(=O)NC(N2CCN(c3ccccc3)CC2)=NC12CCCCC2 (configuration not stated)
  0.0% | -4.8% | 4.1% | 0.4% | 0.3% | -0.7% | 6.4% | -8.4%
CCC(=O)c1ccccc1OCCCn1cncn1
  -6.5% | 5.0% | 5.7% | -1.3% | 6.1% | 12.3% | -1.2% | 3.9%
CC(=O)Nc1cccc(NC(=O)c2cc3ccccc3o2)c1
  -18.4% | -87.8%[inhibitor][10 µM] | -8.0% | 5.3% | 0.2% | -3.9% | -15.9% | 8.2%
COC(=O)c1ccc(COC(=O)C(CCS(C)(=O)=O)N2C(=O)c3ccccc3C2=O)cc1 (configuration not stated)
  3.9% | -4.1%[10 µM] | 12.8% | -7.8% | -3.8% | 1.7% | 1.7% | 5.6%
c1ccc(-n2cccc2CNC2CCCCC2)cc1
  -6.9% | 5.2%[10 µM] | -2.9% | 1.3% | 6.3% | -7.9% | -1.9% | -4.6%
CNC(=S)Nc1ccc([N+](=O)[O-])cc1
  -10.3% | -30.3%[inhibitor] | 4.7% | -4.1% | -0.7% | 2.7% | -7.8% | 2.0%
CC(=O)N(Cc1cc(=O)[nH]c2ccccc12)c1cccc(C)c1
  ? | 4.3% | ? | 1.5% | 3.3% | 9.2% | -19.5% | -6.6%
Cc1ccc(-c2nc3ccccc3c(C(=O)NCc3cccs3)c2C)cc1
  ? | -24.3% | -4.3% | -8.4% | -0.4% | -10.1% | -11.0% | 1.9%
Cc1cccc(N2CCN(C(=O)c3csc4ccccc34)CC2C)c1 (configuration not stated)
  -17.9% | 22.0%[10 µM] | 5.7% | -9.6% | -6.9% | -8.2% | -8.4% | -5.0%
O=C(C(=O)N1CCOCC1)c1cn(CC(=O)N2CCc3ccccc3C2)c2ccccc12
  -6.5% | · | -4.3% | -5.0% | -3.7% | -7.3% | -8.0% | -14.7%
COc1ccc(NC(=O)N2CCC(C(=O)c3ccc(F)cc3)CC2)cc1
  -9.6% | 19.5% | 11.4% | -15.2% | 9.1% | ? | -6.3% | 2.9%
COc1ccc(/C=C/C(=O)NC(=S)NNC(=O)c2cccnc2)cc1
  ? | 4.5%[10 µM] | -0.1% | -3.6% | -2.9% | 0.3% | -15.1% | -25.3%
Cc1ccc(OCC(=O)Nc2sc3c(c2C#N)CCC3)cc1C
  ? | -39.6%[inhibitor] | 2.2% | -2.5% | -2.1% | 4.9% | -5.6% | 9.6%
CC(C)Nc1nc(-c2ccccc2)nc(-n2ccnc2)n1
  -20.8% | -10.5% | -9.2% | 3.0% | 7.4% | 0.3% | -15.2% | 6.2%
Cn1c(=O)c2cn(Cc3ccc(Cl)cc3)cc2n(C)c1=O
  10.1% | 13.9%[0.074 µM] | 1.5% | -5.7% | -4.3% | -5.2% | 4.8% | -11.1%
Brc1ccc2nc(-c3c[nH]c4ccccc34)cn2c1
  10µM* | -9.2%[10 µM] | 7.4% | -17.4% | -2.0% | -1.2% | ? | -4.3%
CN1C(=O)C2(c3ccccc31)c1c(oc3ccccc3c1=O)C(=O)N2CCCO (configuration not stated)
  3.9% | -1.7%[10 µM] | 3.9% | 5.1% | -0.1% | · | 3.8% | 6.2%
COc1cccc(-n2c(CN3CCN(c4ccc(C)cc4)C(C)C3)nc3ccc([N+](=O)[O-])cc3c2=O)c1 (configuration not stated)
  -16.6% | 14.9%[10 µM] | 10.0% | -5.7% | 7.0% | -0.7% | -21.0% | 11.9%
Cc1ccc(S(=O)(=O)NC(=O)NN2CCCCCC2)cc1
  ? | ? | -11.4%&-2.0%&-7.1%&-4.3%&-13.1% | -6.9% | ? | -10.6%[15.4 µM] | -12.6%&-2.6%&-1.3%&0.1%&-9.3% | ?
CCOc1ccc(N=C(NC#N)SCC(=O)NC2CC2)cc1
  ? | -18.6% | -5.0% | -1.3% | -10.7% | 3.5% | -16.4% | -17.1%
Cc1c2cnn(CC(=O)NCCc3ccccc3)c(=O)c2c(C)n1Cc1ccccc1Cl
  -12.6% | · | -5.3% | · | · | · | -7.1% | -2.9%[76.3 µM]
Cn1ncc(N2CCN(S(=O)(=O)c3ccc(Br)cc3)CC2)c(Cl)c1=O
  4.7% | · | 2.6% | -14.4% | 5.1% | -0.3% | 7.4% | -2.7%
CCN(C(=O)C1CCN(S(=O)(=O)c2cc(Br)cc3c2N(C(C)=O)CC3)CC1)c1cccc(C)c1
  -19.3% | · | 0.0% | · | · | · | -12.4% | -11.9%[76.3 µM]
CCS(=O)(=O)n1nc(-c2ccccc2)nc1NCc1ccco1
  0.2% | 5.1%[10 µM] | -2.9% | -8.0% | 1.6% | 2.0% | -5.4% | 2.2%
Cc1ccc(-n2cc(CNC(C)c3cnn(C)c3C)c(-c3ccc(F)cc3)n2)cc1 (configuration not stated)
  -4.2% | -4.3%[10 µM] | -14.6% | 3.0% | 4.0% | · | -16.9% | -8.9%
CC(C)CNC(=O)CN1C(=O)NC(Cc2c[nH]c3ccccc23)C1=O (configuration not stated)
  2.2% | -10.5% | -2.7% | -0.6% | 2.0% | 6.9% | 4.5% | 2.8%
CCCCOc1cc(C(=O)NCCN(CC)CC)c2ccccc2n1
  -4.9%&-12.4%&-2.7% | -45.0%[inhibitor] | 5.5%&-2.0%&-0.7% | -13.0% | -22.5% | ? | -12.2%&-7.6%&-7.8% | 7.3%&-3.4%
CCc1cc2c(cc3c(=O)n(CC(=O)N4CCN(c5cc(Cl)ccc5C)CC4)ncn32)s1
  -15.2% | · | -6.4% | · | · | · | 0.5% | 14.3%[76.3 µM]
Cc1ccc(NC(=O)Cn2cc(C(F)(F)F)cc(Cl)c2=O)cc1Cl
  2.3% | -24.6% | -7.2% | -1.8% | -1.6% | -0.2% | 1.6% | 26.0%
Cc1c(NS(C)(=O)=O)cccc1-c1nc2cccnc2s1
  -6.2% | -2.4%[10 µM] | -2.6% | -1.4% | 1.0% | · | -8.6% | 3.2%
OCCNC(=S)Nc1ccc2c(c1)OCCO2
  -14.2% | 22.8%[10 µM] | 3.7% | 4.8% | -7.9% | -6.8%[15.4 µM] | -11.1% | 7.8%
COc1ccc(C(=O)NC(C)c2nc3ccccc3[nH]2)cc1OC (configuration not stated)
  -0.2% | 3.5%[10 µM] | -1.3% | 0.8% | 2.2% | 2.3% | -1.2% | -6.1%
O=C(COn1nnc2ccc(C(F)(F)F)cc21)Nc1c(Cl)cccc1Cl
  8.9% | -26.6%[10 µM] | -5.9% | 4.1% | 1.0% | -6.8% | -12.1% | -8.5%
Cc1cccc(/C(N)=N/OC(=O)COc2ccc(Cl)c(C)c2)c1
  0.6% | · | 2.8% | -3.3% | 5.3% | 2.3% | -2.0% | -2.3%
CCOC(=O)c1ccccc1NC(=O)CN1C(=O)CCS(=O)(=O)c2ccccc21
  -1.3% | -14.3%[10 µM] | 6.2% | -21.1% | -11.2% | -12.6% | 9.4% | 5.5%
CCCC(=O)Nc1nc(-c2ccc3c(c2)OCCO3)cs1
  ? | -16.1% | -3.9% | -8.6% | -0.4% | ? | -20.4% | -0.1%
O=C(O)c1ccc(N2C(=O)CCCC2=O)cc1
  -1.4% | 13.2%[10 µM] | 3.9% | 5.0% | 12.3% | · | 3.0% | -12.4%
CCC(=O)N1CCc2cc(S(=O)(=O)CCC(=O)N3CCN(c4ccccc4Cl)CC3)ccc21
  -14.4% | · | -9.0% | · | · | · | -10.7% | -4.5%[76.3 µM]
C#CCOC(=O)NC(/C=C/CCCC)c1ccccc1 (configuration not stated)
  -7.3% | -39.8%[inhibitor] | -0.4% | 4.5% | 2.9% | · | -13.7% | ·
CC(C)(C)c1cc(C(C)(C)C)n(-c2ccccc2)n1
  6.6% | · | 10.2% | -1.5% | -5.1% | 0.7% | -4.1% | -0.1%
Cc1ccccc1-c1noc(-c2ccccc2C(=O)O)n1
  -2.9% | 4.7%[10 µM] | -7.8% | 2.5% | 9.1% | · | -5.1% | 1.2%
Cc1ccc(-c2ccc(=O)n(CC(=O)N3CCN(c4cccc(C)c4)C(C)C3)n2)cc1 (configuration not stated)
  ? | -29.3% | 6.6% | -24.3% | -12.4% | -0.8% | -3.4% | -5.6%
CN1CCN(c2cc(-c3ccc(N(C)C)cc3)ncn2)CC1
  ? | -1.7% | 1.3% | -4.6% | ? | · | -22.2% | ·
Cc1ccc(-c2cc(-c3ccccc3[N+](=O)[O-])[nH]n2)c(O)c1
  ? | 3.3% | -1.7% | -10.9% | -15.4% | -0.5% | ? | -14.2%
N#Cc1cccc(CS(=O)(=O)c2ccccc2)c1
  5.6% | -60.2%[inhibitor] | 5.3% | 3.5% | 6.0% | · | 3.4% | ·
Cc1ccc(OCc2nnc(SCC(=O)c3cccc([N+](=O)[O-])c3)n2C)cc1
  ? | 20.4%[10 µM] | -4.6% | -1.2% | 8.1% | 3.7% | -23.4% | -1.5%
COC(=O)Cn1c(=NC(=O)C(C)(C)C)sc2c(C)cc(C)cc21
  -13.1% | -9.5%[10 µM] | 3.1% | -8.8% | -3.5% | 4.4% | -6.0% | 1.5%

Entries listed so far shown as hits in Tau ThT inhib.
SMILES,Tau ThT inhib,Tau fibril FP,GAA spleen mod,aGal spleen mod,GAA inhib
Brc1ccc2nc(-c3c[nH]c4ccccc34)cn2c1,10µM*,7.4%,-17.4%,-2.0%,-1.2%
